Screening results (PubChem BioAssay)
OPRM1-OPRD1 inv – inverse agonists of MOR-DOR heterodimerization, primary screen, cell-based, luminescence | cell-based MOR-DOR heterodimer luminescence, inverse agonism | Mu-type opioid receptor (Homo sapiens) + Delta-type opioid receptor (Homo sapiens), … | hit rate 0.21% among 340,000 | AID 504357, 2011 | inhibition, % at 9.3 µM; in the data active means inhibition above about 22%, passing the limit was not always enough;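 further: 0% = cells with DMSO and 100% = wells without cells with DMSO; values of inactives mirror those of a sister screen read the other way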
HTR5A ag ctr – HTR5A agonists in luminescence cell assay, primary screen, counter-screen for OPRM1-OPRD1 heterodimer agonist project, full-deck HTS. cell-based. activation, % at 9.3 µM. hit rate 0.61% among 340,000; in the data active means activation mostly above about 9.5%, no sharp cut-off; inactive means mostly below about 7.6%;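 further: 0% = cells with vehicle only and 100% = reference agonist; strong numbers were not always called active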
PfHsp90 set2 – growth inhibition of PfHsp90-expressing yeast, primary screen, antimalarial PfHsp90 inhibitor project, S. cerevisiae, BacTiter-Glo luminescence, single point, set 2; BacTiter-Glo ATP, 48 h; yeast lacking PDR1 and PDR3 efflux regulators; inhibition, % at 9.4 µM; hit rate 0.32% among 310,000; AID 504621, 2011;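 active means every replicate shows inhibition above about 80%, whatever the replicate mean, limit read from the data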;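 further: 0% = DMSO neutral controls and 100% = 20 µM radicicol positive controls; yeast relying on Plasmodium falciparum Hsp90 in place of its own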
phage Ecoli inh – growth loss of phage-infected E. coli, primary screen, RecBCD inhibitor project, absorbance, with phage, HTS | hit rate 0.26% among 360,000 | inhibition, % at 11.9 µM; in the data active means inhibition above about 11%
PKA-R1A act – activators of PKA-R1A holoenzyme, primary screen, biochemical, fluorescence polarization, Cy5-IP20, bovine R1A, mouse PKAc | PKA-R1A dissociation; scaled: DMSO 0%, 113 µM cGMP 100% | activation, % at 11.4 µM | hit rate 0.083% among 340,000 | AID 504707, 2011;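 active means percent activation above the mean of all tested compounds plus 3 SD, cut at about 19% in these data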;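 further: higher means more PKAc released from R1A so a rise in polarization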
Ecoli viability – E. coli V3065 growth inhibition, primary screen, counter-screen for AddAB inhibitor project, absorbance, OD600; inhibition, % at 11.9 µM; 18 h; hit rate 0.27% among 330,000;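 active means inhibition above the campaign's mean inhibition across all tested compounds plus 3 SD, cut at about 9.9% in these data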;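 further: uninfected addAB+ strain grown without phage in ampicillin broth; 0% = DMSO wells and 100% = ciprofloxacin 0.95 µg/ml wells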
HTR5A inv ag – HTR5A inverse agonists in luminescence cell assay, primary screen, counter-screen for OPRM1-OPRD1 heterodimer inverse agonist project, full-deck HTS. HTR5A cell line, inverse agonism. inhibition, % at 9.3 µM. hit rate 0.083% among 340,000. AID 504634, 2011; in the data active means inhibition mostly above about 23%, no sharp cut-off; inactive means mostly below about 18%;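 further: 0% = cells with DMSO and 100% = no-cell wells with DMSO; some compounds called inactive have numbers as strong as hits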
Mot1-301 SUMO – yeast Mot1-301 growth rescue at high temperature, primary screen, SUMOylation pathway inhibitor project, S. cerevisiae, ATP luminescence, 38.5C | S. cerevisiae Mot1-301 growth rescue; percent above DMSO median, 100 means doubled | growth rescue, % at 18.8 µM | hit rate 1% among 320,000 | AID 2716, 2010;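 active means every valid replicate shows activation above 250% relative to neutral control wells; inactive means the rest, any valid replicate at or below 250%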;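 further: OY570 slx delta 5 strain wells were the positive control but not used for scaling; some compounds called inactive have numbers as strong as hits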
OPRM1-OPRD1 ag – agonists of OPRM1-OPRD1 heterodimerization, primary screen, cell-based, luminescence. Mu-type opioid receptor (Homo sapiens) + Delta-type opioid receptor (Homo sapiens), …. cells. activation, % at 9.3 µM. hit rate 0.3% among 340,000. AID 504326, 2011; in the data active means activation above about 18%;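 further: 0% = vehicle-treated cells and 100% = reference agonist; values of inactives mirror those of a sister screen read the other way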
AddAB inh – growth inhibition of E. coli expressing H. pylori AddAB, primary screen, AddAB inhibitor project, absorbance; inhibition, % at 11.9 µM; AID 435030, 2010; hit rate 0.29% among 330,000; in the data active means inhibition above about 12%;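 further: 0% = vehicle wells of infected cells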
Pemphigus Ab inh – inhibitors of pemphigus antibody binding to DSG3, primary screen, biochemical, bead-based, flow cytometry, scFv-GFP. DSG3-coupled beads, scFv-anti-DSG3-GFP binding; hits give low values. binding (percent of control), % at 10 µM. hit rate 0.48% among 310,000;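 active means binding more than 3 SD below its plate's average and above zero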;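 further: hits lower antibody fragment binding to DSG3; some compounds called inactive have numbers as strong as hits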
Target sequence (P32926 whole entry, looked up, the tested form may be a part): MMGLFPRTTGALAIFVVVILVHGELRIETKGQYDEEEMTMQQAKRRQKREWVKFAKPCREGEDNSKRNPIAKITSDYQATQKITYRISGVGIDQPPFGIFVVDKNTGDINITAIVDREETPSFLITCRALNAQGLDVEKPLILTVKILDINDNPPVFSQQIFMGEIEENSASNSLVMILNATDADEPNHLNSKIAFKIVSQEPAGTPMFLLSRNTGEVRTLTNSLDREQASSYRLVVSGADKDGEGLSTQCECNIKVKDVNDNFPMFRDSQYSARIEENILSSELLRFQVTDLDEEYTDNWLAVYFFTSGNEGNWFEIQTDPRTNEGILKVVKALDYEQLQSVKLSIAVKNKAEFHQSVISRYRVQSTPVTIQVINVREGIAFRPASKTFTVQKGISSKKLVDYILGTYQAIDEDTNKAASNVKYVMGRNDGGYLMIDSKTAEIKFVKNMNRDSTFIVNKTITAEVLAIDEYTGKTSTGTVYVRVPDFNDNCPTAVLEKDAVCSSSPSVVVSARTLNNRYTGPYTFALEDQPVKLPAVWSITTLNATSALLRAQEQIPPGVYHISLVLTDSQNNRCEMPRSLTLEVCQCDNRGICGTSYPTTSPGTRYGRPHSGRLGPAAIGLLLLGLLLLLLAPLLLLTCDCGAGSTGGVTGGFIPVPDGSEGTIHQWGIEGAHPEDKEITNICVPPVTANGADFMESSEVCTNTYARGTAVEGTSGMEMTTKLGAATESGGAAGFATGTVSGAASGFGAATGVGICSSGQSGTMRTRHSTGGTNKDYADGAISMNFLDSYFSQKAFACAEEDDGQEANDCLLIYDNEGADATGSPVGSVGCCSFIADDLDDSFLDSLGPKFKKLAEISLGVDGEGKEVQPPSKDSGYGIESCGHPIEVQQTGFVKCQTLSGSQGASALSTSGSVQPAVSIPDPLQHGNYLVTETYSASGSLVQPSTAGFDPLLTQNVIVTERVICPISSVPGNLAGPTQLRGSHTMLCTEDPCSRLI
Starred values were filed as active, the others as inactive; · = no result given.

compound,OPRM1-OPRD1 inv,HTR5A ag ctr,PfHsp90 set2,phage Ecoli inh,PKA-R1A act,Ecoli viability,HTR5A inv ag,Mot1-301 SUMO,OPRM1-OPRD1 ag,AddAB inh,Pemphigus Ab inh
c1coc(-c2nc3nc4ccccc4nc3n2-c2ccc3c(c2)OCCO3)c1,-8,1,-19,3.1,6,·,-35,·,1.5,·,98
Cc1cnn(C(=S)NCc2ccco2)c1,7,-3,39,1.2,0,0.1,0,4,-1.4,0.8,95
Cn1cc(C(=O)NCc2ccc(Cl)cc2)c(=O)c2cc(S(=O)(=O)N3CCOCC3)ccc21,14,-2,11,1.1,-8,2.3,5,16,-2.8,2.8,107
CCOC(=O)N1CCN(CC(O)COCc2ccc(OC)c(OC)c2)CC1 (stereo unspecified),2,-3,10,1.9,-7,1.7,11,9,-0.4,1.4,100
CCCCC(NC(=O)CCc1c(C)c2cc3c4c(oc3c(C)c2oc1=O)CCCC4)C(=O)O (stereo unspecified),11,-4,-15,-0.6,-8,·,13,136,-2.4,·,101
O=C(Nc1cccn(Cc2c(Cl)cccc2Cl)c1=O)C1CC1,-17,-3,16,5.2,-13,0.4,9,19,3.0,0.5,100
CCOC(=O)C1CCN(S(=O)(=O)c2ccc(C)c(C(=O)NC3CCCCC3)c2)CC1,12,-10,-12,2.5,-12,4.6,24,-2,-2.3,1.8,102
CCc1nc(C)ccc1OCC(=O)NCCCN(C)C,6,-5,9,-0.6,5,1.6,12,-12,-1.2,2.4,105
COCCNC(=O)c1cnn2c(C(F)(F)F)cc(-c3ccc4c(c3)OCO4)nc12,20,2,·,0.4,7,0.2,-7,30,-3.9,0.3,102
O=C(O)CCc1cccnc1,9,-2,-1,-2.0,-1,1.3,6,-9,-1.7,-1.2,87
COc1cc(OC)nc(NC(=O)CCl)n1,17,4,42,1.9,-3,-1.5,-12,47,-3.8,1.3,104
CCN(CC)CCC/C(=N\O)C(O)(c1ccccc1)c1ccccc1,2,0,2,3.0,8,2.4,-1,672,-0.5,-0.2,101
COc1ccc(CNC(=O)C2CCC(CNS(=O)(=O)c3cccc4cccnc34)CC2)cc1 (stereo unspecified),16,-2,7,2.7,-7,0.8,-4,209,-3.2,-0.8,·
Nc1nc(COC(=O)C2CC(=O)N(Cc3ccccc3)C2)nc(Nc2ccccc2)n1 (stereo unspecified),-7,-2,12,0.9,7,-0.7,5,-3,1.7,0.1,·
Cc1ccccc1OCCNC(=O)/C=C/c1ccc([N+](=O)[O-])cc1,-9,-2,-3,-0.2,7,-1.1,0,-6,1.4,-0.6,99
O=C(CCNS(=O)(=O)c1ccc(Br)cc1)N1CCCCCCC1,12,3,-3,0.0,-5,-0.3,-9,0,-2.3,-0.7,97
Clc1ccccc1-c1nc(/C=N/N2CCOCC2)c2ccccn12,3,-1,-6,-1.4,-7,1.9,2,10,-0.6,-0.5,107
CC1=NN(c2ccc(F)cc2)C(=O)C1C(c1cccc(O)c1)c1c(C)[nH]n(-c2ccc(F)cc2)c1=O (stereo unspecified),16,-4,1,2.8,-8,-0.3,10,-10,-3.2,1.8,103
CNC(=O)C(=O)NCC1OCCCN1S(=O)(=O)c1ccc2c(c1)OCCO2 (stereo unspecified),9,-5,5,-0.2,-3,-1.9,8,3,-1.3,-1.2,99
Cc1cc(C(=O)CSc2nnc(-c3ccco3)o2)c(C)n1Cc1ccco1,9,-4,-9,2.5,11,-4.8,2,178,-1.6,1.3,80
O=C(/C=C\Nc1ccccn1)c1ccccc1,8,-7,-12,1.3,6,0.7,17,98,-1.9,5.2,110
CCn1c(COc2ccc(C)cc2)nnc1SCC(=O)Nc1cc(OC)ccc1OC,7,0,·,1.8,2,2.7,4,35,-1.5,4.3,107
COc1ccccc1C(CNC(=O)CNC(=O)c1cccc(Cl)c1)N1CCCC1 (stereo unspecified),16,1,-32,1.2,5,·,-3,·,-3.1,·,104
Cc1[nH]c2ccccc2c1C(=O)CN1CCC2(CC1)OCCO2,12,1,-15,-0.8,-9,1.5,-5,-12,-2.3,0.3,102
O=C(NN1CCCCCC1)c1ccccc1F,5,5,-12,3.1,-5,·,-20,·,-0.9,·,113

(continued)
compound,OPRM1-OPRD1 inv,HTR5A ag ctr,PfHsp90 set2,phage Ecoli inh,PKA-R1A act,Ecoli viability,HTR5A inv ag,Mot1-301 SUMO,OPRM1-OPRD1 ag,AddAB inh,Pemphigus Ab inh
CCCCNC(=S)N(C)/N=C/c1ccc(OCc2ccc(C(=O)OC)cc2)c(OC)c1,7,4,-26,3.3,0,0.8,-12,1,-1.1,-0.2,96
Cc1cc(NC(=O)Nc2ccc(Cl)cc2)n(C(C)(C)C)n1,11,2,7,-0.6,-9,-4.1,-9,-26,-2.5,-0.3,100
CC(C)Oc1ccccc1OCCN(C)C,10,3,2,0.6,-3,-1.0,0,-11,-1.9,4.5,92
COc1ccc(-c2ccc3c(c2)S(=O)(=O)c2cccc(C(=O)N4CCN(c5ccc(Cl)cn5)CC4)c2C3=O)cc1OC,-2,6,-7,1.1,-17,-1.3,-17,2,0.3,-0.1,94
O=C(Nc1ccc([N+](=O)[O-])cc1)c1cc(-c2ccccn2)nc2c(Cl)cccc12,10,0,-49,0.9,-14,2.6,0,8,-2.2,4.5,80
CCN(CC(=O)Nc1ccc(NC(C)=O)cc1)C(=O)c1cc(S(=O)(=O)N2CCCCCC2)ccc1OC,12,2,-46,2.4,-2,0.8,12,5,-2.4,0.3,99
CN(C)/C=C(/C(=O)c1ccc(F)cc1)S(=O)(=O)c1ccc(F)cc1,1,2,11,2.5,12,-1.2,10,-8,-0.3,4.0,95
CCn1c(SCC(=O)Nc2ccc(OCc3ccccc3)cc2)nnc1-c1ccco1,-2,1,-18,2.1,-5,-0.2,-1,837*,0.3,1.7,·
Nc1nc(-c2ccccc2)c(-c2ccccc2)n1N,18,8,6,2.5,-18,0.7,-30,0,-3.4,1.4,101
Cc1cc(NC(=O)CSc2ccc3nnc(-c4ccccc4)n3n2)no1,8,4,2,2.9,0,-2.4,18,-2,-1.5,-2.3,98
Cc1ccccc1C(=O)NC1CC2CCCC(C1)N2Cc1ccc(Cl)cc1 (stereo unspecified),-72,2,4,-0.8,-3,0.4,-8,-3,14,-0.6,118
COc1ccc(C2=NOC(C(=O)NC(C)(C)C)C2)cc1 (stereo unspecified),-1,2,-4,3.6,-3,1.7,-10,·,0.2,1.9,101
O=C(CNC(=O)c1ccc(Br)o1)NCC1CCCCC1,11,1,·,2.1,-2,1.4,-2,-6,-2.5,-2.0,103
COc1ccc(CN2CCN(CC(O)Cn3c4ccccc4c4ccccc43)CC2)cc1 (stereo unspecified),-105,-2,2,3.7,-5,-1.8,6,31,21*,1.3,103
COc1ccc(C(=O)Nn2cnnc2)c(OC)c1,8,-3,·,-1.0,0,-0.8,-8,10,-1.7,-1.5,106
Cn1nccc1C(=O)Nn1cnnc1,-1,3,-15,2.9,3,0.2,-2,374,0.2,-1.9,104
O=C(COC(=O)c1cccnc1Cl)NCC1CCCO1 (stereo unspecified),3,-2,2,1.4,2,0.4,4,·,-0.7,-1.3,94
O=C(O)c1cnn2c1NC(c1ccc(F)cc1)CC2C(F)(F)F (stereo unspecified),3,-3,0,0.8,-16,-0.5,22,0,-0.5,0.6,91
O=S(=O)(Nc1cccc(-c2cn3cccnc3n2)c1)c1ccc(-c2ccccc2)cc1,-17,6,-11,-0.5,-13,0.2,-11,-10,4.2,4.8,115
CCN1CCN(C(=O)CCc2nc3ccccc3c(=O)[nH]2)CC1,12,1,-12,0.6,-8,1.9,-17,·,-2.0,3.1,111
COc1cccc(CN2CC(C(=O)NC3(c4ccccc4)CC3)CCC2=O)c1 (stereo unspecified),18,2,-8,0.2,0,1.2,4,4,-3.3,0.8,119
COc1ccc([C@H]2CC(=O)C=C(C#CC(C)(C)C)C2)cc1,-25,11,8,0.8,-3,-1.1,-32,28,4.3,0.1,102
C/C(=N\NC(=O)c1ccc(N/N=C(\C)c2ccc(O)cc2)cc1)c1ccc(O)cc1,11,4,-29,2.3,-8,3.0,0,40,-2.2,-0.3,152
O=C(NCCN1CCOCC1)c1cc(-c2cccs2)nc2ccccc12,5,0,38,2.2,-3,2.3,-9,-5,-0.9,-2.5,114
Cc1ccc(C(=O)Nc2c(N)nc(SCC(=O)NCC3CCCO3)[nH]c2=O)cc1 (stereo unspecified),14,-5,-1,0.9,0,0.7,7,-4,-2.6,4.7,107

Individual results from the entries so far.
`CCn1c(SCC(=O)Nc2ccc(OCc3ccccc3)cc2)nnc1-c1ccco1` in Ecoli viability reads -0.2
`O=C(CNC(=O)c1ccc(Br)o1)NCC1CCCCC1` in OPRM1-OPRD1 ag reads -2.5

Remaining list, next part.
compound,OPRM1-OPRD1 inv,HTR5A ag ctr,PfHsp90 set2,phage Ecoli inh,PKA-R1A act,Ecoli viability,HTR5A inv ag,Mot1-301 SUMO,OPRM1-OPRD1 ag,AddAB inh,Pemphigus Ab inh
COC(=O)c1cc(OC)c(OC)cc1NC(=S)N1CCCCC1,3,9,4,3.0,0,0.0,-11,21,-0.6,-1.6,109
CCn1c(C)c(CS(=O)(=O)c2ccccc2)[nH]c1=O,4,-2,-3,1.4,-14,2.3,4,-6,-0.8,2.0,99
Cc1ccccc1Cn1c(O)c(N=NC(=S)Nc2ccccc2F)c2ccccc21,-91,1,-14,0.8,4,-3.8,1,·,18*,-3.8,95
CC(C)NC(=O)NS(=O)(=O)c1cnccc1NC1CC2CCC1C2 (stereo unspecified),5,0,20,2.8,-2,-1.3,13,4,-1.3,1.7,113
COc1cccc(CNC(=O)CSc2ccc(-c3ccccn3)nn2)c1,10,1,9,2.6,-11,3.5,-2,336,-1.9,5.2,99
Cc1cc(NC(=O)CSc2nnc(-c3ccco3)n2Cc2ccccc2)no1,14,3,-22,2.0,0,-0.2,-10,43,-2.6,2.0,105
Cc1cccc(CCNC(=O)C2CCC(=O)N2Cc2ccc(F)cc2)c1 (stereo unspecified),-4,8,·,3.4,1,0.7,-13,-9,0.8,1.2,98
COC(=O)CSc1nnc(SCc2ccc(Cl)cc2)s1,8,1,-95,3.0,-4,-1.0,-7,0,-1.5,-1.9,98
Cc1nonc1C(=O)N/N=C/c1ccc([N+](=O)[O-])o1,-5,1,-11,9.4,-1,8.3,-2,-21,1.0,10,98
